Assay outcomes from PubChem BioAssay.
PLK1 PBD inh – Plk1 (human) PBD binding inhibition. 97,000 compounds, 0.13% hits. P53350. AID 693. Plk1 PBD phosphopeptide binding, fluorescence polarization. inhibition, %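 (tested at about 20 µM)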; in the data active = inhibition above about 34%, passing the limit was not always enough
FAK blocker – inhibitors of human focal adhesion kinase; inhibition, %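 (tested at 7 µM)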; 97,000 compounds, 0.84% hits; biochemical FAK kinase activity assay; Q05397; in the data active = inhibition above about 19%;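 also: 0% = DMSO and 100% = reference compound high control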
LYP act – LYP (human) phosphatase activation | Q9Y2R2 | recombinant LYP, DiFMUP fluorescence; 0 = plate median, 100 = signal doubled | activation, % at 2 µM | 96,000 compounds, 0.11% hits | AID 697;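 active = activation at 2 µM above a set limit, the mean plus 5 SD, cut at about 37% in these data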
PTPN22 inh 2 – LYP (human) phosphatase inhibition. 96,000 compounds, 0.21% hits. recombinant LYP catalytic domain, DiFMUP fluorescence. inhibition, % at 2 µM. Q9Y2R2;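 active = inhibition at 2 µM at or above a set limit, the screen mean plus 3 SD, cut at about 24% in these data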;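 also: 0% = DMSO with enzyme and 100% = enzyme fully blocked by orthovanadate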
PLK1 kinase inh – blocks human PLK1 kinase activity; recombinant PLK1 kinase, TR-FRET peptide phosphorylation; inhibition, % at 10 µM; 97,000 compounds, 0.53% hits; AID 619;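 active = inhibition of 50% or more in the single-concentration screen; inactive = inhibition below 50%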;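 also: 0% = DMSO max control and 100% = H-89 dihydrochloride min control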
cytoskel mod – modifiers of cytoskeleton assembly; AID 836; inhibition, % at 2 µM; HUVEC TNFa F-actin phalloidin imaging, high content; 91,000 compounds, 0.18% hits;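 active = inhibition above the batch mean plus 3 SD and confirmed as a hit by visual image inspection, cut at about 30% in these data, passing the limit was not always enough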; also: strong numbers were not always called active
EphB4 antag – blocks human EphB4 binding to ephrin-B2; P54760; EphB4 LBD / TNYL-RAW-Alexa532 peptide, fluorescence polarization; inhibition, % at 7 µM; 97,000 compounds, 0.15% hits; AID 720;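 active = inhibition above the screen-wide mean inhibition plus 3 SD, cut at about 15% in these data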;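 also: 0% = DMSO wells and 100% = excess unlabeled TNYL-RAW peptide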
Rev-RRE block – disrupts HIV-1 Rev binding to RRE RNA; P05866; Rev peptide-RRE RNA binding, FRET; inhibition, % at 8 µM; 97,000 compounds, 0.79% hits; AID 704;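 active = inhibition above the screen-wide mean plus 3 SD, cut at about 35% in these data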;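 also: 0% = median DMSO wells and 100% = median Neomycin B control wells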
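Test system – labelled RRE RNA duplex and labelled Rev peptide · Signal – fluorescein-to-Cy5 FRET, 480 nm excitation · Evaluation – % inhibition of FRET ratio versus controls · Benchmarks – DMSO low control, neomycin B high control · Incubation – 5 min RNA-compound premix plus 15 min binding step, 25 °C · Medium – HEPES pH 7.5 salt buffer with EDTA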
PTK2B oligo ant – antagonists of human Pyk2 oligomerization; AID 1347419; Q293 cells, Pyk2 FERM NanoBiT luminescence; hits give low values; 99,000 compounds, 0.83% hits; Q14289; z-score (the deposit names both 25 µM and 10 µM);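 active = Z-score of -3 or lower, scaled per plate to the spread of control and sample wells; inactive = z-score above -3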;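 also: negative z-score means lost luminescence so less FERM oligomerization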
Target sequence (Q14289 whole entry, looked up): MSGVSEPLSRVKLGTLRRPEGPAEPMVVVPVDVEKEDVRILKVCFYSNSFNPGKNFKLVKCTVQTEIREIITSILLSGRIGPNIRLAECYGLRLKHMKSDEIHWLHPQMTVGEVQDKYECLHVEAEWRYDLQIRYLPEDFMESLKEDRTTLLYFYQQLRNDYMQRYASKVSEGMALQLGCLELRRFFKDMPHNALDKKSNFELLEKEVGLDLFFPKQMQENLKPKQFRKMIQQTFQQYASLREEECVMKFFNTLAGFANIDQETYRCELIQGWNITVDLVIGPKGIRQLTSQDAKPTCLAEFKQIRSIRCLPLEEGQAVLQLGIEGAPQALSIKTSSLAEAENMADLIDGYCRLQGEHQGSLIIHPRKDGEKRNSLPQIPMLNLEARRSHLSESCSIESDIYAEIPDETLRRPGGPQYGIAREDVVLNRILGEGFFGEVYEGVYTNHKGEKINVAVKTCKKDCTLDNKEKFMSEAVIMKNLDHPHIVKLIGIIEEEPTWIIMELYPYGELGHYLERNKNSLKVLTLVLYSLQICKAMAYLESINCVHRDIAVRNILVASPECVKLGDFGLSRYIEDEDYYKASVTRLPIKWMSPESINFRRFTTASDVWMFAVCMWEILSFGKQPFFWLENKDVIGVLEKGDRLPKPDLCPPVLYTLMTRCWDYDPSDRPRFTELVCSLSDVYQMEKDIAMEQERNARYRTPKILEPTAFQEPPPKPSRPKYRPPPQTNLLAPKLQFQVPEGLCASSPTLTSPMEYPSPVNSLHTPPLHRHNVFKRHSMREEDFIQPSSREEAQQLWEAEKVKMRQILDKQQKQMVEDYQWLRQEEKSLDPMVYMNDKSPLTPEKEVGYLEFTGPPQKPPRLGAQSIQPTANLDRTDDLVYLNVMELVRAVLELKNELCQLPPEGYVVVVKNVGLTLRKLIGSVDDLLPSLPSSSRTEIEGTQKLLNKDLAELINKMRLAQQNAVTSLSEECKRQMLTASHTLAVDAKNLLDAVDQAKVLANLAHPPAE
Starred values were filed as active, the others as inactive; · = not tested or not shown; [ ] = another dose, or the depositor's remark. These rows are one share of the data; rates above refer to the full screens.

Molecule,PLK1 PBD inh,PTK2B oligo ant,cytoskel mod,FAK blocker,Rev-RRE block,PTPN22 inh 2,PLK1 kinase inh,LYP act,EphB4 antag
COCc1cc(C2SCC(=O)Nc3c2c(=O)[nH]n3C(C)C)ccc1OC (stereo not drawn),-16,-1.5,7,2,9,2,-11,2,1
CC1=CC(=C2C(=O)NC(=S)NC2=O)C=C(C(F)(F)F)N1C,-13,0.14,0,0,5,-20,2,20,-2
CC1CCCC(C2(O)C(=O)Nc3ccccc32)C1=O (stereo not drawn),1,0.69,6,-1,9,9,-9,-10,6
O=C(COc1ccc(Br)cc1)N1CCN(C2CCCC2)CC1,-11,0.58,-9,-3,8,-6,-11,5,-13
O=C(Cn1ncc2ccccc21)N1CCC2(CC1)OCCO2,8,0.67,-11,-6,0,-13,-15,10,-4
O=C1C2CCN(CC2)C1Cc1ccccc1O (stereo not drawn),12,·,·,-4,-1,-10,-6,12,2
CC(C)N1C(=O)CCC1C(=O)N1CCC2(CC1)OCCO2 (stereo not drawn),5,0.71,4,0,4,2,-8,0,4
CN1CCC(N(C)c2ncnc3ccc(Br)cc23)CC1,-1,0.37,-6,1,5,4,-2,-3,-1
COc1ccc(CCNCc2ccncc2)cc1,2,0.42,-10,-2,10,2,-2,-2,7
CN1CCN(CCC(C#N)(c2ccccc2)c2ccccc2)CC1,-17,-0.12,-8,4,0,-13,-11,10,2
CCCCc1nc2ccccc2c(=O)n1-c1ccc(O)cc1,19,-0.23,4,-2,8,-27,-7,22,0
CCOCCCN=Cc1c(O)n(Cc2ccccc2)c(=O)[nH]c1=O,-30,0.23,-11,-2,-2,-8,-3,11,-11
CCOC(=O)C1SC2(C(F)(F)F)CC1(O)c1c(C)cc(C)nc1O2 (stereo not drawn),-10,-0.34,9,-1,3,-7,-11,9,5
O=P1(NC2CCCC2)COc2ccccc2OC1,14,0.13,-18,0,1,-15,-13,17,0
COc1ccc(CCNCc2ccccn2)cc1OC,-2,1.4,-11,0,7,3,-6,-4,-3
COc1ccccc1CN1CCCCC1c1cccnc1 (stereo not drawn),6,-0.35,-4,0,3,1,-12,-4,3
COc1ccccc1OCC(=O)Nc1ccc(Cl)cc1C(=O)c1ccccc1,22,-2.2,-37,12,13,6,-5,-1,6
CCOC(=O)c1c(C)[nH]c(C(=O)C(Cc2ccccc2)N(C)C)c1C (stereo not drawn),-3,0.35,6,-1,4,10,-9,-9,2
Cc1nc2ccccn2c1P(=S)(N1CCCCC1)N1CCCCC1,4,0,-11,0,6,-4,-16,4,-4
O=P(OCC(F)(F)C(F)F)(N1CCOCC1)N1CCOCC1,-12,0.11,8,1,7,-1,-10,-2,4
CC(C)Oc1cc(-n2c(=S)[nH]c3ccccc3c2=O)c(Cl)cc1Cl,17,-2.5,17,0,4,12,-10,-9,4
CCOCCCn1c(N)c(C(=O)Nc2sc3c(c2C(=O)OC)CCCC3)c2nc3ccccc3nc21,-20,-0.94,-41,-1,49*,11,12,-12,-5
CCN1/C(=C\C=C\C2=[N+](CC)c3ccccc3C2(C)C)C(C)(C)c2ccccc21,-77,-3.4*,-40,-1,57*[fluorescence artefact?],-3,53*,6,-88
O=P(/C(=N/O)N1CCOCC1)(N1CCOCC1)N1CCOCC1,-8,-0.85,17,3,5,13,-7,-11,-2
CCC(=NCc1cc(OC)cc(OC)c1)c1c(O)n(C)c(=O)n(C)c1=O,-14,-0.82,24,0,8,5,-10,-5,7
CCC(C)(C)n1nnnc1CN1CCC(n2c(C)nc3cc(C(F)(F)F)ccc32)CC1,-15,1.9,-12,1,-4,-9,-7,7,-1
Cc1ccccc1-n1c(O)c(C=Nc2ccc3c(c2)OCO3)c(=O)[nH]c1=O,-3,-0.02,14,-3,5,3,-27,-5,-3
COc1ccc(CCn2c(O)c(C=NC3CC3)c(=O)[nH]c2=O)cc1OC,-7,1,-10,0,3,-11,-11,8,-7
Cc1c(N=Cc2c(O)n(Cc3ccco3)c(=O)[nH]c2=O)c(=O)n(-c2ccccc2)n1C,1,-0.36,-4,-2,18,-13,-10,9,4
CC(C)CC(NC(=O)C1CCCCC1)C(=O)N1CCC2(CC1)OCCO2 (stereo not drawn),-14,0.38,-5,2,6,-7,3,4,8
O=C(C1CCC(=O)N1Cc1ccc(F)cc1)N1CCC2(CC1)OCCO2 (stereo not drawn),-8,0.75,0,8,3,-6,-8,5,8
CCOCCN1CCC(OC(C)=O)C(C)C1 (stereo not drawn),-5,0.08,-48,3,8,0,-5,-2,5
CCOC(=O)C(O)(c1ccc(NC(=O)c2ccco2)c(OC)c1)C(F)(F)F (stereo not drawn),17,-1.9,16,1,7,6,-10,-4,2
O=C(CN1CCN(Cc2ccc(Cl)cc2)C1=O)N1CCC2(CC1)OCCO2,-2,-0.11,-2,-2,12,-8,-13,6,7
CC1(C)C2CC=C(CN3CCOCC3)C1C2 (stereo not drawn),15,1.5,1,1,5,-6,-11,2,2
OC(Cc1ccccc1)(c1ccccc1)C1CN2CCC1CC2 (stereo not drawn),-2,0.53,0,0,-11,0,-4,1,0
CC(C)C/C(=N/O)c1c[nH]c2ccccc12,-17,-0.37,7,1,2,-22,-8,21,1
CCCCn1c(O)c(C(CC)=NCCN2CCOCC2)c(=O)[nH]c1=O,-10,-0.77,9,1,2,5,0,-2,2
CCOP(=O)(C#CC(C)(C)C)C(O)(c1ccccc1)C(F)(F)F (stereo not drawn),4,-0.22,-10,0,0,-4,-14,4,9
Cc1ccc(C)c(C2(O)CC(C)N(C)CC2C)c1 (stereo not drawn),0,0.53,-17,-2,8,-6,-1,4,2

As entered above:
COc1ccc(CCn2c(O)c(C=NC3CC3)c(=O)[nH]c2=O)cc1OC | LYP act = 8
O=P1(NC2CCCC2)COc2ccccc2OC1 | PLK1 kinase inh = -13
CCCCc1nc2ccccc2c(=O)n1-c1ccc(O)cc1 | LYP act = 22

The listing continues.
Molecule,PLK1 PBD inh,PTK2B oligo ant,cytoskel mod,FAK blocker,Rev-RRE block,PTPN22 inh 2,PLK1 kinase inh,LYP act,EphB4 antag
O=P(NS(=O)(=O)c1ccc(Br)cc1)(Oc1ccccc1)Oc1ccccc1,-24,-0.71,-5,-6,-4,-4,-13,5,-4
Cc1ccc(OCC(=O)N2CCN(CC3CC4C=CC3C4)CC2)cc1 (stereo not drawn),-3,2.9,13,4,0,13,-4,-14,-6
CC(=NCC1CCCO1)c1c(O)n(C)c(=O)n(C)c1=O (stereo not drawn),4,0.1,-11,7,10,4,-8,-6,2
Cc1nc2ccccc2c(=O)n1-c1ccccc1C(F)(F)F,-12,-0.6,-28,-1,0,-5,-1,8,-10
Fc1ccc(CCNCc2cccc(Cl)c2)cc1,23,1.1,28,2,-3,8,-1,-6,4
Cc1cccnc1-n1c(CN2C(=O)c3ccccc3C2=O)nc2ccccc2c1=O,12,-0.64,-11,1,5,3,-3,-4,-2
C[C@H]1CCCC(=O)CCC/C=C/c2cc(O)cc(O)c2C(=O)O1,3,·,11,35*,10,3,-20,-1,-1
CCC(=O)N1c2ccc(S(=O)(=O)CCC(=O)N3CCC4(CC3)OCCO4)cc2CC1C (stereo not drawn),-2,1.8,12,1,6,-13,-14,10,-8
Cc1cccc(-n2c(O)c(C=NCCCN3CCOCC3)c(=O)[nH]c2=O)c1C,9,-0.89,1,-1,2,-6,0,9,-8
COC(=O)C(O)(c1c(C)[nH]c2ccccc12)C(F)(F)F (stereo not drawn),10,-0.18,-25,-10,5,-2,-2,-1,7
O=C(COc1ccc(Cl)cc1)N1CCN(C/C=C/c2ccccc2)CC1,-15,0.89,-7,2,-3,-10,-22,12,5
CSCCC(N=Cc1c(O)n(-c2ccc(Cl)cc2)c(=O)[nH]c1=O)C(=O)OC(C)(C)C (stereo not drawn),-35,0.16,-10,3,8,1,-4,-2,6
O=C(c1cc(-c2cccnc2)nc2ccc(Cl)cc12)N1CCC2(CC1)OCCO2,6,-0.32,-51,1,9,2,-14,-3,-6
O=C1CC(=O)N(c2ccc3c(c2)OCO3)C(=O)N1,-14,0.26,12,2,16,-12,-4,8,1
O=C(C(Cc1ccccc1)NS(=O)(=O)c1cccc2nsnc12)N1CCC2(CC1)OCCO2 (stereo not drawn),2,-0.34,6,-1,4,-10,-11,9,1
CN1CCCC1C(O)(c1ccccc1)c1ccccc1 (stereo not drawn),-5,1.3,-18,4,7,-1,-7,3,-4
N#Cc1cc2c(nc1SCC(=O)Nc1ccc(Cl)cc1)C1CCN2CC1,4,-2.2,-21,-1,3,2,-12,-4,-2
CC(=NC(C)c1ccccc1)c1c(O)[nH]c(=O)[nH]c1=O (stereo not drawn),16,-0.52,-3,-2,5,6,-5,-1,12
CC1=NN(c2ccccc2)C(=O)C1/C=C1/C(=O)NC(=O)N(c2cc(C)cc(C)c2)C1=O (stereo not drawn),10,-0.95,-23,2,7,-7,-20,11,-9
CCN(CC)CCNC(=O)c1c(O)c2ccccc2n(Cc2ccccc2)c1=O,9,1.5,-2,2,-3,5,0,-1,3
COc1ccc(/C=N/N=C(/N)N[N+](=O)[O-])c(OC)c1,-3,1,-13,-1,5,-1,-3,4,8
Cc1cccc(C2=NCC(=O)N(CC(=O)NCc3ccco3)c3sc4c(c32)CCCC4)c1,-7,-0.49,-14,1,2,-5,-8,1,-6
O=C(CN1CCN(Cc2cccc(Cl)c2)C1=O)N1CCC2(CC1)OCCO2,-4,0.12,0,-4,-3,-3,4,5,-1
